NR2E3 ag-1: inhibitors of NR2E3-RetCOR corepressor binding, primary screen, NR2E3 agonist project, biochemical, TR-FRET, GST-NR2E3, biotin-RetCOR; Photoreceptor-specific nuclear receptor (Homo sapiens), Q9Y5X4; 1536-well; inhibition of corepressor binding, % at 4.78 µM; 0.12% of 320,000 active; AID 2300, 2010;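 active means percent inhibition above the cutoff of mean plus 3 SD of all tested compounds, set per screening campaign, cut at about 20% in these data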;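 further: 0% = DMSO wells and 100% = biotin wells as full block of FRET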
Target sequence (Q9Y5X4 whole entry, looked up): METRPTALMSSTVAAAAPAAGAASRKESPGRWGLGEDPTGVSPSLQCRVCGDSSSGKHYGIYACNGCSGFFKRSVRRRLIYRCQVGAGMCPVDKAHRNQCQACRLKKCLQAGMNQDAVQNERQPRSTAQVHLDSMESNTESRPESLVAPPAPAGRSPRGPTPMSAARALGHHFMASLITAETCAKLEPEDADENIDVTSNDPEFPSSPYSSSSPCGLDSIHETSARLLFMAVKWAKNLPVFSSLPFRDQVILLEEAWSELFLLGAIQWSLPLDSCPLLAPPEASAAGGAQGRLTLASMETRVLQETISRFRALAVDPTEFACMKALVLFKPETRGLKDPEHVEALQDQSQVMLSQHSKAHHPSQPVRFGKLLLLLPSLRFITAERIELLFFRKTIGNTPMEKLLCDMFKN
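System: GST-tagged NR2E3 plus biotinylated RetCOR corepressor; Buffer or medium: pH 7.5 Tris-based buffer; Probe or stimulus: RetCOR corepressor, biotinylated, 7 nM; Doses: compound at 4.8 µM, single dose; Schedule: 5 h incubation at 4 °C; Technique: time-resolved FRET; Evaluation: percent inhibition of TR-FRET ratio; Replication: one well per compound, singlicate testing.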
KKLEB tox: cytotoxicity in KKLEB CF airway cells, primary screen, cytotoxicity control for CF NF-kB inhibitor project, cell-based, uHTS, fluorescence assay plates; KKLEB CF airway cells viability, ATPlite luminescence, overnight; stronger effect = lower value; cells stimulated with P. aeruginosa culture filtrate; activity change (cytotoxicity), % at 5 µM; 0.36% of 360,000 active; AID 602141, 2011;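 active means corrected activity change at or below -50% at 5 µM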
MITF TRPM1 inh: inhibitors of MITF-dependent TRPM1 promoter reporter, primary screen, cell-based, SK-MEL-5, single point, luciferase | AID 488899, 2010 | inhibition, % at 12.5 µM | 0.83% of 330,000 active | SK-MEL-5 TRPM1 promoter luciferase, 24 h;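 active means mean inhibition across replicates of 60% or more, whatever share of single replicates reaches that level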; further: values of inactives mirror those of a sister screen read the other way
PDI turbidity: inhibitors of human PDI, primary screen, biochemical, turbidity, single point, plate reader | inhibition, % at 10 µM | PDI insulin aggregation turbidity, A650, 90 min | 0.052% of 350,000 active | Protein disulfide-isomerase (Homo sapiens), P07237;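 active means mean inhibition across replicates of 30% or more, whatever share of single replicates reach that level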;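 further: absorbance from insulin aggregation driven by PDI reduction with DTT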
Target sequence (P07237 whole entry, looked up): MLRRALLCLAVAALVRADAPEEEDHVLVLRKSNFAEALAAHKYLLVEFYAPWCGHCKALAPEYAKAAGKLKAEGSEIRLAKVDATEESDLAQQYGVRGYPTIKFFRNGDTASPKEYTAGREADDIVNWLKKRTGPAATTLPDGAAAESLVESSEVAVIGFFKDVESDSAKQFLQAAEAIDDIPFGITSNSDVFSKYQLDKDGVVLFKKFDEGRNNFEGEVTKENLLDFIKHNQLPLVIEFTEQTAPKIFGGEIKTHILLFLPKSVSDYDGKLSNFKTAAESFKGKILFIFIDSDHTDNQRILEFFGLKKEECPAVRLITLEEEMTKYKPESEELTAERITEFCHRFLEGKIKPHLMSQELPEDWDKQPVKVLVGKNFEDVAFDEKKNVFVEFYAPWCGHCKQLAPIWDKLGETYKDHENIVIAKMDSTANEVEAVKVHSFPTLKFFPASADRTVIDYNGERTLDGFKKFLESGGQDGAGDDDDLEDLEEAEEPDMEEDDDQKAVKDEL
CF NFkB inh: inhibitors of PAF-induced NF-kB signaling, primary screen, cell-based, GFP fluorescence, uHTS; 0.86% of 360,000 active; KKLEB NF-kB-GFP reporter, GFP fluorescence overnight; inhibition, % at 5 µM;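 active means at least 50% inhibition at 5 µM, scaled per plate between neutral and stimulator controls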;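 further: PAF is a Pseudomonas aeruginosa culture filtrate used as stimulus; plate controls were PAF-stimulated DMSO wells for no effect and unstimulated DMSO wells for full effect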
Peg3 prom inh: Peg3 promoter-driven luciferase inhibitors, primary screen, cell-based, HeLa, luciferase luminescence; HeLa PEG-Prom luciferase reporter, overnight; inhibition, % at 20 µM; 1.7% of 360,000 active;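 active means inhibition of at least 50% at 20 µM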
NR2E3 ag-2: NR2E3 agonists in two-hybrid cells, primary screen, cell-based, luminescence, CHO-S, Gal4-NCOR/VP16-NR2E3; 0.35% of 360,000 active; AID 602229, 2012; luciferase; inhibition of corepressor binding, % at 3.98 µM;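 active means inhibition above the mean of all tested compounds plus 3 SD, cut at about 70% in these data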;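 further: 0% = DMSO with NR2E3 transfected cells and 100% = cells lacking NR2E3 construct; higher means lower luciferase signal from less NR2E3 corepressor binding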
HIF-2a inh: HIF-2a reporter inhibitors, primary screen, luminescence, 786-0 RCC cells. 786-0 RCC cells HIF-2a reporter, luciferase luminescence, overnight. inhibition, % at 18.8 µM. AID 624352, 2012. 0.72% of 360,000 active;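 active means inhibition of the luminescence signal of 40% or more relative to plate controls, in a single-dose primary screen at 18.75 µM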
Vif imaging: HIV Vif self-association inhibitors, primary screen, imaging, HEK293T, single point; HEK293T cells, Vif self-association by quenched fluorescence, 24 h; inhibition, % at 7.49 µM; 0.35% of 340,000 active; in the data active means inhibition above about 50%, passing the limit was not always enough; further: some results filed as inactive read as strong as hits
CaV13 FRET inh: Primary screen for inhibitors of IQ motif and Ca2+-dependent inactivation inhibitor domain binding in CACNA1D, Förster resonance energy transfer in living cells, … | HEK cells, CFP/YFP FRET ICDI-IQ, plate reader, 10 min; percent FRET-ratio fall versus neutral wells | 0.098% of 340,000 active | inhibition, % at 12.3 µM | AID 743397;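 active means mean replicate inhibition of at least 30% and at least 1% of replicates passing that level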;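 further: 0% = median of the neutral control wells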
Shn3 3UTR inh: reduction of Shn3 3'UTR firefly luciferase signal, primary screen, Schnurri-3 inhibitor project, cell-based, Clone20 osteoblasts, set 2. Clone20 osteoblast Shn3 3'UTR firefly luciferase, 24 h. inhibition, % at 12.5 µM. 0.52% of 360,000 active;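 active means mean inhibition of at least 75% with every replicate also reaching 75%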;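 further: 0% = median of neutral control wells and 100% = pilot-screen positive control compound; some compounds past the cut are filed as inactive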
* = called active by the depositor; nt = no result given.

SMILES | NR2E3 ag-1 | KKLEB tox | MITF TRPM1 inh | PDI turbidity | CF NFkB inh | Peg3 prom inh | NR2E3 ag-2 | HIF-2a inh | Vif imaging | CaV13 FRET inh | Shn3 3UTR inh
CC(C)(C)c1ccc(-c2nnc(N)o2)cc1 | -0.8 | 6.9 | -28.5 | -2.8 | 0.2 | -190.6 | -67.7 | -199.3 | 1.0 | 22.3 | -48.0
O=C(CN1C(=O)NC2(CCCCC2)C1=O)N1CCN(S(=O)(=O)c2ccc(Cl)s2)CC1 | 3.9 | -3.0 | 7.6 | -5.0 | -5.6 | -7.3 | -19.1 | 11.4 | nt | -4.9 | 6.0
Cc1ccc(NC(=O)c2cnc3ccccc3n2)cc1C | 0.7 | 5.6 | -54.9 | -1.1 | -4.8 | -259.1 | -154.3 | -346.5 | -2.8 | -4.5 | -50.3
Cc1ccc2nc(Nc3nc(C)cc(C(F)(F)F)n3)nc(C)c2c1 | 1.3 | -8.7 | 8.6 | -7.6 | 10.4 | 3.8 | 3.9 | 6.6 | -6.4 | -5.3 | 1.6
O=C(Nc1ccc(F)cc1)c1sc2cc(C(F)(F)F)cnc2c1-c1cccs1 | -7.1 | -4.8 | 5.8 | -1.4 | -8.9 | 1.4 | -18.5 | 29.3 | 2.4 | -4.3 | -10.2
Nc1cccc(O)c1 | -0.7 | -24.6 | 2.0 | nt | 9.5 | -8.8 | 3.1 | 2.7 | -0.7 | nt | -2.6
COc1cc2cc(Oc3ccc4ccc(=O)oc4c3)c(=O)oc2cc1O | -3.6 | -9.4 | 9.5 | nt | 8.9 | -14.5 | -50.7 | -0.7 | 4.1 | nt | -18.6
C=CC[n+]1c(/C=C2\C=Cc3cc(C)ccc3N2CC)ccc2ccccc21 | 0.3 | -10.7 | 78.2* | -1.3 | 27.4 | 35.4 | 89.8* | -20.1 | -22.4 | -18.5 | 93.5*
COc1cc(-c2noc(CCCC(=O)NCc3ccco3)n2)cc(OC)c1OC | 0.1 | -9.9 | 3.0 | 1.0 | 3.8 | 14.0 | -13.6 | 7.1 | 7.8 | -5.3 | -4.9
O=C(Oc1coc(CSc2nnc(NC(=O)C3CC3)s2)cc1=O)c1ccccc1 | -0.1 | -0.2 | -1.6 | 3.3 | 3.9 | -75.0 | 1.8 | 16.5 | -2.8 | -5.1 | -34.2
CC1CN(C(=O)c2cc3cc(Br)ccc3[nH]2)CC(C)O1 (stereo not drawn) | -3.3 | 12.6 | 16.0 | 1.2 | -22.2 | -17.9 | 13.9 | -6.5 | -12.0 | -7.0 | 12.6
Cc1cccc(OCC(=O)N(Cc2ccco2)C2CCS(=O)(=O)C2)c1 (stereo not drawn) | 2.1 | -8.4 | 5.8 | nt | 4.4 | 11.4 | 17.1 | 13.3 | -2.2 | -3.5 | -21.7
CCc1cc2c(cc3c(=O)n(CC(=O)NCCCN4CC(C)CC(C)C4)ncn32)s1 (stereo not drawn) | nt | -2.5 | nt | nt | 15.7 | -0.7 | 25.1 | -10.3 | 10.5 | -3.4 | 7.0
CN(CC(=O)O)Cc1oc(CO)cc(=O)c1O | nt | 7.6 | -7.8 | 8.0 | -6.7 | -0.1 | 13.8 | 7.9 | 14.8 | -5.0 | 17.3
COc1cc(/C=C(\C#N)C(=O)c2c(C)[nH]c3ccccc23)cc(OC)c1OC | -3.2 | 5.1 | -1.2 | 0.6 | -7.8 | 0.9 | -6.5 | 12.6 | -0.5 | -5.3 | 8.7
O=C(/C=C/c1ccc2c(c1)OCCCO2)c1ccccc1O | -2.0 | -21.8 | -47.9 | 1.5 | 33.1 | -175.8 | -104.8 | -158.1 | 0.8 | -2.6 | -156.4
Cc1ccc(-c2nnc(SCC(=O)N/N=C/c3c(C)nn(-c4ccccc4)c3C)n2-c2ccccc2)cc1 | 0.0 | -12.7 | 5.5 | -0.3 | 22.5 | 10.0 | -9.9 | 11.1 | 1.7 | -3.0 | -9.0
O=[n+]1c2c(n([O-])c3ccccc31)CCCC2 | -0.9 | 3.8 | -4.3 | -1.2 | 8.7 | 11.9 | 13.0 | 11.8 | 12.0 | -6.9 | -4.0
COc1cc(NC(=O)COC(=O)CNC(=O)C2CCCCC2)cc(OC)c1 | 6.4 | 10.0 | 5.8 | -0.3 | -6.3 | 1.8 | -13.1 | 11.2 | 3.2 | -5.1 | -21.8
Cc1ccc(S(=O)(=O)N2CCCOC2CNC(=O)C(=O)NCCCn2ccnc2)cc1 (stereo not drawn) | 3.2 | -21.0 | 12.9 | -0.2 | 7.4 | 5.8 | -20.8 | 18.9 | -0.9 | -3.6 | 0.2
Cn1c(=O)c(=O)n(C)c2cc(N3CCOCC3)c(NS(=O)(=O)c3ccc([N+](=O)[O-])cc3)cc21 | 1.6 | 3.1 | 11.0 | -5.0 | -0.3 | -1.5 | -16.1 | 9.6 | 1.9 | -5.6 | 23.4
CCCNC(=O)NC(=O)CSc1ccc2c(c1)OCCO2 | 0.4 | 4.2 | 5.9 | -3.2 | 6.1 | 12.9 | 9.9 | 13.5 | -5.0 | nt | 4.9
CCC(C)c1ccc(C(C)NC(=S)NC2CCCCC2)cc1 (stereo not drawn) | -0.6 | -15.6 | -6.9 | -1.0 | 15.5 | 27.2 | 85.1* | -15.4 | -4.0 | -9.2 | 63.9
COc1ccc(NC(=S)N2CCC3CC2c2cc(-c4ccc5c(c4)OCO5)ccc23)c(OC)c1 (stereo not drawn) | nt | -24.2 | nt | nt | -5.3 | -0.3 | 35.7 | -12.7 | -1.6 | -6.8 | 8.6
Fc1ccc(-c2ccnc3nc(N4CCN(c5ccccc5)CC4)nn23)cc1 | -1.5 | 4.3 | -22.9 | 12.4 | -21.5 | 19.1 | 5.4 | -17.2 | 8.3 | -3.9 | -4.8

Reformatted: entries from further up
Every second line gives: NR2E3 ag-1, KKLEB tox, MITF TRPM1 inh, PDI turbidity, CF NFkB inh, Peg3 prom inh, NR2E3 ag-2, HIF-2a inh, Vif imaging, CaV13 FRET inh, Shn3 3UTR inh
O=C(Nc1ccc(F)cc1)c1sc2cc(C(F)(F)F)cnc2c1-c1cccs1
 : -7.1, -4.8, 5.8, -1.4, -8.9, 1.4, -18.5, 29.3, 2.4, -4.3, -10.2
COc1ccc(NC(=S)N2CCC3CC2c2cc(-c4ccc5c(c4)OCO5)ccc23)c(OC)c1 (stereo not drawn)
 : nt, -24.2, nt, nt, -5.3, -0.3, 35.7, -12.7, -1.6, -6.8, 8.6
COc1cc(/C=C(\C#N)C(=O)c2c(C)[nH]c3ccccc23)cc(OC)c1OC
 : -3.2, 5.1, -1.2, 0.6, -7.8, 0.9, -6.5, 12.6, -0.5, -5.3, 8.7

Continued.
SMILES | NR2E3 ag-1 | KKLEB tox | MITF TRPM1 inh | PDI turbidity | CF NFkB inh | Peg3 prom inh | NR2E3 ag-2 | HIF-2a inh | Vif imaging | CaV13 FRET inh | Shn3 3UTR inh
O=C1c2cccc3c([N+](=O)[O-])c(O)cc(c23)C(=O)N1Nc1ccccc1 | -0.3 | -0.5 | -14.1 | 0.4 | 26.0 | 16.0 | -26.1 | 20.7 | 8.2 | -7.2 | -5.4
CC1Sc2ccc(S(=O)(=O)N3CCC(C(=O)NCc4ccccc4)CC3)cc2NC1=O (stereo not drawn) | 3.7 | -9.3 | 2.2 | 0.5 | -18.6 | 14.3 | -15.6 | 9.8 | -2.2 | -4.3 | 8.8
O=c1c2ccccc2c(C=Nc2cccc(S(=O)(=O)NCc3ccco3)c2)c(O)n1-c1ccc(Cl)cn1 | 0.1 | 17.2 | 0.1 | 3.7 | -13.4 | 29.5 | -12.9 | 13.6 | -0.4 | -41.4 | -3.4
CC1(C2CC2)NC(=O)NC1=O (stereo not drawn) | -0.2 | -1.8 | -9.6 | 2.0 | 12.8 | 4.9 | -29.5 | 16.5 | 2.2 | 0.3 | -8.1
COc1cc(CCN(C(=O)c2cccc(S(C)(=O)=O)c2)C(CCc2ccccc2)c2nc3ccccc3[nH]2)cc(OC)c1 (stereo not drawn) | nt | -3.4 | nt | nt | -11.0 | 2.2 | -11.1 | 4.3 | nt | -3.6 | -9.5
O=C1CCCC/C=C\C[C@H](CC(=O)N(CCO)Cc2ccccc2)C(=O)NCCO1 | nt | -0.9 | 1.6 | 9.7 | -2.4 | 6.5 | -6.0 | 4.7 | -0.6 | -9.0 | -17.0
Cc1cc(NC(=O)CCCn2nc(C)c([N+](=O)[O-])c2C)no1 | 1.3 | 6.0 | 6.8 | -3.6 | -11.2 | 3.7 | -38.3 | 3.1 | 3.5 | -14.9 | 8.7
CCCCCC(=O)NC(NC(=S)NC1CCS(=O)(=O)C1)C(Cl)(Cl)Cl (stereo not drawn) | 4.8 | -6.8 | -14.4 | -0.9 | 4.3 | 3.0 | -6.5 | 8.7 | -13.6 | -6.0 | 3.6
COc1cccc(CNC(=O)C2Cc3ccccc3CN2C(C)=O)c1 (stereo not drawn) | -0.4 | -5.0 | 8.4 | -0.6 | 6.7 | -4.8 | -15.1 | 13.3 | 16.7 | -3.9 | 11.5
Cc1cc(C)cc(-n2c(C)nc3cc(C(=O)O)ccc32)c1 | -2.3 | -6.2 | 1.8 | -4.1 | -4.7 | -3.4 | -39.3 | 22.4 | -2.3 | 6.2 | 13.5
Cn1c(=O)c(=O)n(C)c2cc(S(=O)(=O)CCC(=O)N3CCCCC3)ccc21 | 1.9 | 11.0 | nt | nt | -10.3 | -10.7 | 10.6 | 2.7 | 4.1 | -3.2 | -24.8
COC(=O)c1c(NC(=O)c2ccco2)sc(C)c1C | 4.2 | -1.0 | 1.2 | -1.2 | -22.1 | -16.1 | 10.6 | -27.8 | -11.8 | -5.8 | -0.7
COc1ccc(-c2csc(C(C)(NC(C)=O)c3ccccc3)n2)cn1 (stereo not drawn) | nt | 2.7 | nt | 7.1 | 5.1 | 9.9 | 16.7 | -2.2 | 3.1 | -10.8 | 2.2
CCOC(=O)CSc1ncc(OC)c(Sc2ccc(Cl)cc2)n1 | 2.0 | -0.8 | 10.3 | -4.4 | -2.6 | -2.6 | -17.1 | 11.7 | 0.7 | -5.8 | -8.2
O=C1Nc2ccccc2Oc2cc([N+](=O)[O-])ccc21 | -1.8 | -29.9 | 30.8 | 0.8 | 33.6 | 1.8 | -10.0 | 21.4 | 2.4 | -4.8 | -36.2
O=c1c2ccccc2sn1-c1ccc(F)cc1 | 1.8 | -9.2 | 9.1 | 1.4 | 31.8 | -65.4 | 40.7 | -93.5 | 0.6 | -4.8 | -12.6

Screening results from PubChem.
